AmpC inh detg = inhibitors of E. coli AmpC beta-lactamase with detergent. P00811. AmpC hydrolysis of nitrocefin, absorbance 480 nm, 0.01% Triton. Potency, µM (series often up to 114 µM), without a hit: at the top dose activity change, negative = inhibition, most hits filed as inhibitors. 370,000 tested, 0.041% active. AID 485294;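 further: potency means the concentration at half of the fitted maximal effect; 0% = no-compound wells and -100% = no-enzyme wells; nearly all actives have a fitted effect of over 25% in size; some results filed as inactive show a strong effect at the top dose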
Target sequence (P00811 whole entry, looked up): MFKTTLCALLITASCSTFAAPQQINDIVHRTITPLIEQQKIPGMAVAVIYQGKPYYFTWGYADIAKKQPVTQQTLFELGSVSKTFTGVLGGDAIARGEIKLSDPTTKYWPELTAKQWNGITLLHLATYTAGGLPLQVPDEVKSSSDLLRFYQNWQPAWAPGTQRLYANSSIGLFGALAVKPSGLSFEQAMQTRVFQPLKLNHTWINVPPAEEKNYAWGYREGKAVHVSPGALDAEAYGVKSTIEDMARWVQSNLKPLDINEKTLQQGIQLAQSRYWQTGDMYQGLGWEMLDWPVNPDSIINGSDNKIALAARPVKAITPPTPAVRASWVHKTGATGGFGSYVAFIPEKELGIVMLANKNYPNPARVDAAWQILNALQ
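AmpC (5.3 nM in the dispensed reagent) in 20 mM phosphate pH 7.0 with 0.01% (detergent screen) or 0.0001% Triton X-100 was preincubated with compounds for 15 min at room temperature. Nitrocefin was then added from an 800 uM solution, and hydrolysis was followed at 480 nm.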
HCV inh = inhibitors of hepatitis C virus infection | 340,000 tested, 3.4% active | Potency, µM (doses to about 41.8 µM), for inactives: at the highest dose activity change, negative = inhibition, most hits filed as inhibitors | Huh7.5.1 HCVcc-Cre infection, luciferase reporter, 44 h | AID 651820; further: potency means the concentration at half of the fitted maximal effect
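Whole-lifecycle infectious HCVcc-Cre system; cells 1,000/well, compound then virus (~0.5 moi) added 4 h after plating, 44 h culture. Luciferase read 15 sec following 15 min substrate incubation, room temp.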
AMA1-RON2 inh = AMA1-RON2 (P. falciparum) interaction inhibition | AID 720542 | 360,000 tested, 0.2% active | Potency, µM (series often up to 58.2 µM), inactives show at the top dose activity change, negative = inhibition, most hits filed as inhibitors | AlphaScreen AMA1-biotinylated RON2 peptide binding;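 further: potency means the concentration at half of the fitted maximal effect; 0% = vehicle wells and -100% = peptide control; nearly all actives have a fitted effect of over 45% in size; some results filed as inactive show a strong effect at the top dose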
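AMA1 (3D7) with his tag at 25 nM final met compounds first, then biotinylated RON2 peptide at 25 nM; detection used donor plus acceptor beads, 10 µg/mL apiece, read by AlphaScreen after 30 min at room temperature.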
Sm TGR inh = S. mansoni TGR enzyme inhibition. purified TGR, DTNB reduction, TNB absorbance 405 nm. Potency, µM (top dose mostly 114 µM), without a hit: top-dose activity change, negative = inhibition, usual class: inhibitors. 360,000 tested, 3% active. AID 485364; further: potency means the concentration at half of the fitted maximal effect; nearly all actives have a fitted effect of over 60% in size
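Kinetic colorimetric format: TGR-catalysed, NADPH-driven DTNB reduction monitored via TNB absorbance. Enzyme dispensed at 20 nM; compound exposure 15 min at room temperature before reaction start.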
HCMV inh = blocks human cytomegalovirus replication. activity change, negative = inhibition, % at 57.5 µM. 410,000 tested, 4.5% active. HFF cells, HCMV-luciferase reporter, 72 h; stronger effect = lower value; in the data active means activity change below about -60%; inconclusive means no clear call, values can overlap the other calls; inactive means above about -39%
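Cell-based, HFFs, 1000 cells/well, 16 h 37C; cpds in DMSO + HCMV-luc, MOI 1 PFU/cell; 72 h 37C; OneGlo luminescence after 5 min RT; norm. to buffer vs Salinomycin 10uM.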
FBPA Giardia inh = inhibitors of Giardia lamblia fructose-1,6-bisphosphate aldolase; A8B2U2; purified Giardia FBPA; Potency, µM (titrated, usually from 59.6 µM), for the others: at the highest dose activity, negative = inhibition, most hits filed as inhibitors; 290,000 tested, 0.71% active; further: potency means the concentration at half of the fitted maximal effect; nearly all actives have a fitted effect of over 55% in size
Target sequence (A8B2U2 whole entry, looked up): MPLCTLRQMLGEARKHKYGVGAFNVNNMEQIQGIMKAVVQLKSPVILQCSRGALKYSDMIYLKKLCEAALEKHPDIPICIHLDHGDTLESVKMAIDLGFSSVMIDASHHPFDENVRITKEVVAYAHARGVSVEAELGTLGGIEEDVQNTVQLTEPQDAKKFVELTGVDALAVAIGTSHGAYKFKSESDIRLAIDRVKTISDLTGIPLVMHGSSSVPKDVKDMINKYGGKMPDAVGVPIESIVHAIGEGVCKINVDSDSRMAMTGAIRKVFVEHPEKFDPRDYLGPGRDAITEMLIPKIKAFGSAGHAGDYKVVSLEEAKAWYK
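Giardia FBPA (40 nM reagent) was preincubated 10 min at RT with compound (up to 57.5 uM final), then substrate plus GAPDH/TPI/NAD/arsenate coupling system with diaphorase/resazurin was added; resorufin fluorescence (525/598 nm) was read after 20 min.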
Numbers without * were called inactive; ? = inconclusive; . = no result given; & = joins results of further samples; [ ] = another dose, or the depositor's remark. Unless noted, the call rests on the fitted dose curve; in most records, active means well fitted curve in the direction sought with a large enough effect; inconclusive means small, poorly fitted or top-dose-only effect, or another doubt; inactive means no such curve, though single readings can be large; an effect the other way counts as inactive or inconclusive. Unless noted, on the % scale 0 is the no-effect control and ±100 the full control effect.

SMILES | AmpC inh detg | HCV inh | AMA1-RON2 inh | Sm TGR inh | HCMV inh | FBPA Giardia inh
O=C(Nc1ccc(C2=CN(Cc3ccccc3)CCC2=O)cc1)OCc1ccccc1 | . | 3% | -2% | . | 11 | .
CC(NC(=O)CCCc1c[nH]c2ccccc12)c1ccc(F)cc1 (centres undefined) | ? | -11% | -1% | -12% | 3 | -9%
COc1cccc(-n2c(SCC(=O)Nc3sc4c(c3C(N)=O)CCC4)nc3ccccc3c2=O)c1 | ? | ? | 9% | -16% | -4 | -1%
CCOc1ccccc1NC(=O)CCCc1nc(-c2ccccc2Cl)no1 | 6% | . | . | 9% | -31 | .
O=C(COc1ccccc1Cl)Nc1cccc(S(=O)(=O)NC2=NCCCCC2)c1 | -20% | ? | -1% | 4% | -38 | .
N#Cc1c(-c2ccccc2)cc(-c2ccccc2)nc1SCC(=O)O | -5% | 5% | 0% | -14% | -3 | 14%
Cc1ccc(NC(=O)CN2C(=O)COc3ccc(S(=O)(=O)NC4CCCC4)cc32)cc1N(C)C | 16% | . | . | 6% | -5 | .
CCOC(=O)Cc1cc(=O)n2[nH]c(C)c(-c3ccc(OC)cc3)c2n1 | -1% | 12% | 29% | 4% | -1 | 11%
CC(=O)CSc1ncnc2nc[nH]c12 | -1% | 14% | 11% | 4% | 28 | -22%
CC1(C2CC2)NC(=O)N(CC(=O)NCc2ccc(Cl)cc2Cl)C1=O (centres undefined) | -13% | 18% | 0% | -12% | 55 | .
Cc1nn(CC(=O)NCC2CCCO2)c(=O)c2ccccc12 (centres undefined) | ? | 4% | 21% | -2% | -17 | 2%
Cc1ccc(C(=O)Nn2cnnc2)c(Cl)c1 | -2% | 19% | 5% | 8% | 19 | -15%
Cc1nnc(SC(C)C(=O)Nc2ccc(N3CCOCC3)cc2)n1Cc1ccccc1 (centres undefined) | 0% | ? | -22% | -13% | -9 | .
c1ccc2c(OCCCN3CCCCCC3)cccc2c1 | -10% | -10% | -21% | -25% | -5 | -23%
O=C(CN1C(=O)CCc2cc(S(=O)(=O)N3CCOCC3)ccc21)NCc1ccc(F)cc1 | -3% | . | . | -16% | 5 | .
Cc1ccc(-c2nc(CS(=O)(=O)CC(=O)NC3CCCCCC3)c(C)o2)cc1 | -6% | 11% | -5% | 25µM* | -15 | 12%
N/C(=N\OC(=O)CCC1CCCC1)c1ccc(Cl)cc1 | -5% | 8% | 6% | -20% | ? | .
CCOC(=O)COc1ccc2c(=O)c(-c3ccccc3)coc2c1 | -9% | 26% | 12% | 1% | -8 | -1%
CC(=O)Nc1ccc(NC(=O)C(NS(=O)(=O)c2ccc(Br)s2)c2ccccc2)cc1 (centres undefined) | -4% | . | . | 10% | 2 | .
Cc1cc2c(=O)n(C)c(SCC(=O)Nc3ccccc3C)nc2s1 | 0% | 15% | -12% | -7% | -25 | .
Cc1nc(S(=O)(=O)Cc2ccc(Cl)cc2)nc2c1CCC2 | 8% | 19% | 10% | . | ? | 5%
CCOc1ccc(CNc2ccc(N3CCOCC3)c(C(=O)O)c2)cc1 | 3% | 0% | -1% | -15% | 25 | -7%
Cc1ccc(C(=O)/C=C/N(C)C)cn1 | ? | 2% | 4% | -13% | 25 | -5%
OCCCNc1ncnc2c1cnn2-c1ccc(Cl)cc1 | -1% | -15% | -1% | 0% | 68 | -2%
CCc1cccc(NC(=O)Cn2c(=O)n(CCC(=O)NCC3CCCO3)c(=O)c3cc(OC)c(OC)cc32)c1 (centres undefined) | -8%&3% | ? | 2% | 2%&0% | -6&14 | 10%
O=C(Cc1cccs1)NC(c1ccccc1)c1ccccc1 | -1% | 5% | 4% | -3% | -28 | -5%
Nc1ccc(C(=O)OCC(=O)NC(=O)c2ccccc2)cc1[N+](=O)[O-] | ? | 8% | 14% | 0% | 0 | .
CC1CCN(C(=O)c2ccc(NC(=O)c3ccccc3)cc2)CC1 | 0% | 2% | -3% | 4% | -19 | .
CCc1ccc(OCC(=O)Nc2ncn[nH]2)cc1 | -3% | 26% | 78%[activator] | 6% | 3 | -10%
CCN(CC(=O)Nc1ccc(NC(C)=O)cc1)C(=O)C1CC(=O)N(Cc2ccc(C)cc2)C1 (centres undefined) | -4% | 6% | 66%[activator] | -12% | -7 | .
CCOC(=O)CC(NC(=O)c1cccs1)c1ccc(C)cc1 (centres undefined) | 1% | -9% | -6% | 11% | ? | 9%
CCCNC(=O)c1c(NC(=O)c2ccccc2)sc2c1CCC(C(C)(C)C)C2 (centres undefined) | -6% | . | . | 2% | -6 | .
CCn1cc(/C=C(\NC(=O)c2ccc(OC)cc2)C(=O)N2CCN(C)CC2)c2ccccc21 | ? | -3% | -11% | 0% | 7 | -2%
COc1ccc(Nc2nc(N3CCCC3)c3ccccc3n2)cc1 | -9% | 10µM* | ? | 7% | -7 | -7%
O=C(NC1CCCCC1)C1CCCN(S(=O)(=O)c2cccs2)C1 (centres undefined) | 1% | -5% | -7% | 5% | 12 | 0%
CCN(Cc1cc(=O)oc2cc(C)ccc12)c1ccccc1 | -1% | 22µM* | 0% | 0% | 4 | -4%
Oc1c(C(c2ccccc2Cl)N2CCOCC2)sc2nc(-c3ccco3)nn12 (centres undefined) | 2% | . | . | 6% | -16 | .
N/C(=N\OC(=O)CCC1CCCC1)c1ccccc1 | -4% | -11% | 25% | 3% | ? | 2%
CN(C)c1ccc(/C=N/NC(=O)c2nnn(-c3nonc3N)c2COc2ccc(F)cc2)cc1 | -7% | -29% | 10% | -3% | 41 | 2%
O=C(CCc1ccc(S(=O)(=O)N2CCOCC2)cc1)NN=C1CCCCCCC1 | -1% | 3% | 83%[activator] | 9% | 13 | 4%
Cc1ccc(-c2nnc(SCC(=O)NCC3CCCO3)nc2-c2ccc(C)cc2)cc1 (centres undefined) | -6% | -3% | -17% | -2% | -10 | .
CN1CC(c2ccc(C#N)cc2)C2(COc3ccccc3C2=O)C12C(=O)Nc1ccccc12 (centres undefined) | -8% | ? | -10% | -11% | 8 | -11%
O=C(Cc1ccccc1[N+](=O)[O-])NCc1ccc(Cl)cc1Cl | 0% | -6% | 15% | -4% | 158 | 0%
CCOC(=O)c1noc2ncn(CC(=O)O)c(=O)c12 | ? | . | . | -7% | 57 | .
CCOc1ccc2[nH]c(C(=O)N/N=C/c3cc(OC)c(OC)c(OC)c3)cc2c1 | ? | ? | 7% | 25% | 43 | 7%
Cc1n[nH]c(C)c1NC(=O)c1cc([N+](=O)[O-])ccc1Cl | -7% | 14% | 11% | -9% | -39 | 2%
CC(C)(C)NC(=O)NC(=O)CN1CCN(S(=O)(=O)/C=C/c2ccccc2)CC1 | -8% | 19% | 0% | 5% | 2 | 15%
Cc1cc(NC(=O)CN2C(=O)c3cccnc3Sc3ccccc32)ccc1Br | -3% | . | . | -4% | 55 | .
O=C(CSc1n[nH]c(=O)[nH]c1=O)N/N=C/c1ccccc1 | -5% | 19% | 13% | -8% | 11 | -11%
O=S1(=O)C=C(N2CCCCC2)c2ccccc21 | -11% | -4% | 0% | 8% | 62 | 0%
O=C(CC1CCCC1)NNC(=O)c1ccc(Br)cc1 | 2% | 7% | 69%[activator] | -10% | -17 | .
Cn1c(=O)c(=O)n(C)c2cc(S(=O)(=O)Nc3ccc(OC(F)(F)F)cc3)ccc21 | -5% | -1% | -11% | -7% | -18 | 0%
CCCCCCNC(=O)CCCCCNS(=O)(=O)c1ccc(OC)cc1 | ? | -23% | -14% | -10% | 1 | 6%
Cc1ccc(NC(=O)Nc2cccs2)nc1 | -14% | 5% | -9% | -10% | 29 | -3%
O=C1Cc2cc(S(=O)(=O)N3CCNCC3)ccc2N1 | . | -4% | 8% | . | -6 | .
CC(NC(=O)CN1CCN(c2ccc(Cl)cc2)CC1)c1ccccc1 (centres undefined) | -16% | ? | -2% | -3% | -9 | 0%
CCCN(C(=O)Cn1cnc2onc(-c3ccc(F)cc3)c2c1=O)c1cccc(Cl)c1 | -6% | . | . | -2% | 9 | .
CN1CCN(C2=NC(=O)/C(=C/c3cn[nH]c3-c3ccccc3)S2)CC1 | -12% | ? | 20% | 14% | -18 | 2%
Cc1ccc(Cl)cc1N1CCN(CC(=O)Nc2ccc(CN3CCCCC3)cc2)CC1 | -8% | 8.9µM* | -3% | 6% | -36 | 0%
CCn1c(SCC(=O)OC(C)C)nnc1-c1cccc(Cl)c1 | ? | 0% | -5% | -3% | -3 | 5%

An excerpt of these results, as tab-separated lines:
compound	AmpC inh detg	HCV inh	AMA1-RON2 inh	Sm TGR inh	HCMV inh	FBPA Giardia inh
CCCCCCNC(=O)CCCCCNS(=O)(=O)c1ccc(OC)cc1	?	-23%	-14%	-10%	1	6%
Cc1ccc(NC(=O)Nc2cccs2)nc1	-14%	5%	-9%	-10%	29	-3%
O=C1Cc2cc(S(=O)(=O)N3CCNCC3)ccc2N1	.	-4%	8%	.	-6	.
CC(NC(=O)CN1CCN(c2ccc(Cl)cc2)CC1)c1ccccc1 (centres undefined)	-16%	?	-2%	-3%	-9	0%
CCCN(C(=O)Cn1cnc2onc(-c3ccc(F)cc3)c2c1=O)c1cccc(Cl)c1	-6%	.	.	-2%	9	.
CN1CCN(C2=NC(=O)/C(=C/c3cn[nH]c3-c3ccccc3)S2)CC1	-12%	?	20%	14%	-18	2%
Cc1ccc(Cl)cc1N1CCN(CC(=O)Nc2ccc(CN3CCCCC3)cc2)CC1	-8%	8.9µM*	-3%	6%	-36	0%

Carrying on:
SMILES | AmpC inh detg | HCV inh | AMA1-RON2 inh | Sm TGR inh | HCMV inh | FBPA Giardia inh
Cn1c(NCCCO)nc2c1c(=O)n(Cc1cccc(F)c1)c(=O)n2C | 22% | . | . | 3% | -3 | .
CC(=O)Nc1ccc(SC[C@H](CC(C)C)N2CCN(CC(C)C)CCC2=O)cc1 | -11% | 47%[activator][8.37 µM] | 0% | ? | -15 | -2%
COCC(C)NC(=O)c1ccc2c(c1)S(=O)(=O)c1ccccc1C2=O (centres undefined) | 2% | -10% | -11% | -3% | ? | .
COc1ccc(CNc2nc3ccccc3n2Cc2ccc(Cl)cc2)cc1OC | -11% | ? | -29% | 0% | -33 | -19%
CC(C)c1ccc(C(=O)N(c2ccccn2)C(C)c2ccco2)cc1 (centres undefined) | -2% | -9% | -6% | 9% | 12 | 1%
O=C1CN(C(=O)C2CCC(=O)N(CCc3ccc(Cl)cc3)C2)CCN1 (centres undefined) | -4% | 23% | 2% | 0% | 25 | .
O=C(Nc1ccc(-c2nc3ccccc3o2)cc1)c1cccnc1 | 0% | ? | -1% | 19% | 28 | .
COc1ccc(C(=O)C2CCCN(C(=O)CCNC(C)=O)C2)cc1OC (centres undefined) | ? | 3% | 9% | 8% | 8 | 2%
O=C(Nc1cccn(Cc2c(Cl)cccc2Cl)c1=O)c1c(Cl)cccc1Cl | -1% | ? | -25% | -14% | ? | -18%
